Assay outcomes deposited in PubChem BioAssay by Broad Institute.
Statin myotox sup: suppression of simvastatin myotoxicity. C2C12 myotubes + simvastatin, ATP luminescence, 48 h; scaled: DMSO 0, geranylgeraniol control 100. rescue of ATP level, % at 7.49 µM. 0.78% of 330,000 active. AID 602340;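 active = mean ATP rescue above about 67%, or every replicate alone reaching that limit, limit read from the data, passing the limit was not always enough; inconclusive = no clear call, values can overlap the other calls; inactive = mean under the limit and some replicate under it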;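 note: myotubes were challenged with 10 µM simvastatin during compound exposure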
esBAF inh: inhibitors of esBAF chromatin remodeling in mouse ES cells; 2% of 350,000 active; AID 602393; Bmi1-luciferase knock-in reporter, 24 h; 100% = twice the neutral-well signal; reporter increase, % at 12.5 µM; in the data active = activation above about 40%; inconclusive = no clear call, values can overlap the other calls;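 note: 0% = median of the plate's neutral control wells and 100% = double that signal; a rise in the Bmi1 reporter signal indicates esBAF inhibition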
The depositor's hits bear a star; ? = inconclusive. A portion of the library, so the mix of outcomes need not match the whole.

1	CCc1nnc(NC(=O)NCN2C(=O)C3C4C=CC(C4)C3C2=O)s1 (centres undefined)
2	CC(=O)N(CCc1ccccc1C)Cc1cc2cc3c(cc2[nH]c1=O)OCO3
3	Cc1ccc(-c2nnc(NCc3nc4ccccc4[nH]3)c3ccccc23)cc1S(=O)(=O)N1CCOCC1
4	C=CCNc1nc(N)c(C(=O)c2ccc3c(c2)OCO3)s1
5	COc1ccc(F)cc1S(=O)(=O)N1CCN(Cc2ccc3c(c2)OCO3)CC1
6	CCN(CC)c1ccc(CNc2ccc(Br)cn2)cc1
7	O=C1Nc2ccccc2C1=Nc1ccc(F)cc1
8	O=c1oc2ccccc2n1CCCCCn1c(=O)oc2ccccc21
9	CCC(C)NC(=O)C1c2ccccc2C(=O)N1Cc1ccccc1OC (centres undefined)
10	Cn1c(=O)c2c(nc(Br)n2CCSc2nnnn2-c2ccccc2)n(C)c1=O
assay / entry	1	2	3	4	5	6	7	8	9	10
Statin myotox sup	0	-3	-7	27	3	-26	2	6	4	-4
esBAF inh	1	-9	-2	52*	-9	?	5	6	-5	0

11	O=C(NC1(C(F)(F)F)C(=O)Nc2c1c(=O)[nH]c(=O)n2Cc1ccccc1)c1ccco1 (centres undefined)
12	Cc1c(N=Cc2nc3ccccc3[nH]2)c(=O)n(-c2ccccc2)n1C
13	O=C(O)C1CCCCC1C(=O)NC1CCCCC1 (centres undefined)
14	O=C1C(=O)N(CCOCCO)C(c2ccccn2)/C1=C(\O)c1ccccc1 (centres undefined)
15	C=CCn1c(SCC(=O)c2ccc(NS(=O)(=O)c3ccccc3)cc2)nnc1-c1cccs1
16	CCc1n[nH]c2c1/C(=N\O)CC(c1ccccc1)C2 (centres undefined)
17	O=C(CN1C(=O)NC(c2ccc(F)cc2)C1=O)NC1CCCCC1 (centres undefined)
18	Cc1occc1C(=O)N1CCCc2ccccc21
19	C/C(=C\C(=O)Nc1cc(C)on1)c1ccccc1
20	Cc1ccc(NC(=O)C2CCCN(S(=O)(=O)c3cccs3)C2)cc1 (centres undefined)
assay / entry	11	12	13	14	15	16	17	18	19	20
Statin myotox sup	1	19	22	-9	-10	27	-6	0	-30	78*
esBAF inh	-1	3	-8	3	-4	8	-3	-3	?	17

21	COc1cc2c(cc1OC)/C(=C/C#N)NC(C)(C)C2
22	COC(=O)c1onc(-c2ccccc2)c1C(=O)OC
23	O=C(N1CCC(n2nc(-c3ccccc3)oc2=O)CC1)C1(c2ccccc2)CC1
24	COc1ccc(C)c(Cn2c(-c3nonc3N)nc3ccccc32)c1
25	C=CCN1C(=O)C2(C(C(=O)c3ccc(C)o3)=C(O)C(=O)N2CCCN2CCOCC2)c2ccccc21 (centres undefined)
26	Cc1cc(C)cc(-n2c(C)cc(/C=N/NC(=O)CN(c3c(C)cccc3C)S(C)(=O)=O)c2C)c1
27	CCOC(=O)c1oc2cc(O)ccc2c(=O)c1-c1ccccc1OC
28	Cc1ccccc1NS(=O)(=O)c1cc(S(C)(=O)=O)ccc1Cl
29	COc1ccc(Cl)cc1NC(=O)COC(=O)CCNC(C)=O
30	CCn1c(SCC(=O)c2ccc(Cl)s2)nnc1-c1cccs1
assay / entry	21	22	23	24	25	26	27	28	29	30
Statin myotox sup	4	-7	-20	-109	4	-2	-3	-80	-11	-10
esBAF inh	0	1	1	-1	-5	-3	3	11	-9	46*

31	COc1cc(/C=N/n2cnnc2)ccc1OCCOc1ccccc1
32	Cc1cc2cc(CN(CCCN3CCOCC3)C(=O)NC3CCCCC3)c(=O)[nH]c2cc1C
33	CNC(=O)CCCCCNS(=O)(=O)c1ccc(C)cc1
34	COC(=O)c1cc2ccc(OC)c(OC)c2c(=O)s1
35	Cc1ccc(NC(=O)Cn2nc(C)c3ccccc3c2=O)cc1
36	OCc1nc2ccccc2n1CCCOc1ccc(Br)cc1
37	O=C(c1ccccc1C(=O)N1CCN(c2ccccc2)CC1)N1CCN(c2ccccc2)CC1
38	Cc1cc(NCCCn2ccnc2)n2ncc(-c3ccc(Cl)cc3)c2n1
39	O=C(CCC(=O)c1ccc(Br)cc1)Nc1cccc(C(F)(F)F)c1
40	O=C(Cc1coc(-c2ccc(F)cc2)n1)NC1CCCCC1
assay / entry	31	32	33	34	35	36	37	38	39	40
Statin myotox sup	-19	-1	3	-6	-2	24	-9	-151	-14	0
esBAF inh	5	-2	3	-8	1	22	3	-40	-12	-2

41	O=C(NCCc1ccc(F)cc1)c1cccc2c1C(=O)c1ccc(N3CCC(Cc4ccccc4)CC3)cc1S2(=O)=O
42	CCOC(=O)Cn1c(S(=O)(=O)Cc2ccc(F)cc2)nc(-c2ccccc2)c1-c1ccccc1
43	O=C(NCc1ccco1)C(c1cccs1)N(C(=O)C1COc2ccccc2O1)c1cccc(O)c1 (centres undefined)
44	CCOC(=O)CSc1nnc(CNC(=O)c2cc(OCC)c(OCC)c(OCC)c2)n1C
45	C=CCNC(=O)C1CCN(S(=O)(=O)c2ccc(Br)cc2)CC1
46	CCOP(=O)(c1ccccc1)C1(O)CCCCC1 (centres undefined)
47	COc1ccc(CN2CN=C(Nc3nc4ccccc4s3)NC2)cc1
48	Cc1ccc(C(=O)Nc2nc3ccccc3n3nnnc23)cc1
49	CCCN(C(=S)Nc1ccccc1)C1CCS(=O)(=O)C1 (centres undefined)
50	OCc1ccccc1-c1cccc2nccn12
assay / entry	41	42	43	44	45	46	47	48	49	50
Statin myotox sup	4	3	19	-2	36	0	-32	-5	0	17
esBAF inh	-3	-13	4	-14	-9	-2	0	-13	-7	-6

51	Cc1ccc2c(c1)nnn2C1CCN(CC(=O)Nc2ccccc2N2CCOCC2)CC1
52	COC(=O)c1ccc(CSc2nc3sc4c(c3c(=O)n2C)CCCC4)o1
53	Cc1nnc(SCC(=O)N2CCN(S(=O)(=O)c3ccccc3)CC2)[nH]c1=O
54	CCCNc1nc2c(c(=O)n(C)c(=O)n2C)n1CCC(C)C
55	CCn1cc(NC(=O)Nc2ccccc2C(=O)OC)c(C(N)=O)n1
56	Nc1nnc(SCC(=O)N2CCc3ccccc32)n1-c1ccccc1
57	COc1cc(OC)c(C(=O)Nc2cccc(C(C)=O)c2)cc1OC
58	Cc1ccc(S(=O)(=O)/N=C(\c2ccccc2)N(C)S(=O)(=O)c2ccc(C)cc2)cc1
59	N=C1C(c2nc(-c3ccc(F)cc3)cs2)=C(O)CN1CCCN1CCOCC1
60	CCOC(=O)C1=C(O)/C(=C/c2cc(OC)c(OC)c(OC)c2)N=C1C
assay / entry	51	52	53	54	55	56	57	58	59	60
Statin myotox sup	-62	6	-2	2	5	9	-21	0	-6	-2
esBAF inh	8	8	-1	4	1	4	31	-1	-8	8

61	CCC(=O)Nc1sc2c(c1C#N)CCCCC2
62	Cc1nc2c(C(=O)NCCC(C)C)c[nH]n2c(=O)c1Cc1ccccc1F
63	CC(=O)Nc1nonc1NC(=O)CSc1nc2ccccc2o1
64	CCC(=O)N1CCN(c2ccc(NC(=O)c3ccco3)cc2)CC1
65	CCS(=O)(=O)c1ccc(O)c(NC(=O)Nc2ccccc2)c1
66	CCOC(=O)c1nn(-c2ccc(Cl)cc2)c2nc(CC)c(C#N)c(=O)n12
67	Cc1cc(OC(C)C(=O)NC2CCN(Cc3ccccc3)CC2)c2c(C)cc(=O)oc2c1 (centres undefined)
68	COc1cc2[nH]c3c(=O)n(CCN4CCCCC4)cnc3c2cc1OC
69	CCOc1ccc(/C=C2\C(=O)c3ccccc3OC2c2ccccc2)cc1 (centres undefined)
70	COc1ccccc1NC(=O)CSc1nc(O)cc(=O)[nH]1
assay / entry	61	62	63	64	65	66	67	68	69	70
Statin myotox sup	11	5	-6	95*	-7	-9	19	-3	12	13
esBAF inh	35	-9	-9	18	2	-14	0	-6	-1	-9

In the list so far, these contain a furan ring, fused or not.
11	O=C(NC1(C(F)(F)F)C(=O)Nc2c1c(=O)[nH]c(=O)n2Cc1ccccc1)c1ccco1 (centres undefined)
18	Cc1occc1C(=O)N1CCCc2ccccc21
25	C=CCN1C(=O)C2(C(C(=O)c3ccc(C)o3)=C(O)C(=O)N2CCCN2CCOCC2)c2ccccc21 (centres undefined)
43	O=C(NCc1ccco1)C(c1cccs1)N(C(=O)C1COc2ccccc2O1)c1cccc(O)c1 (centres undefined)
52	COC(=O)c1ccc(CSc2nc3sc4c(c3c(=O)n2C)CCCC4)o1
64	CCC(=O)N1CCN(c2ccc(NC(=O)c3ccco3)cc2)CC1
assay / entry	11	18	25	43	52	64
Statin myotox sup	1	0	4	19	6	95*
esBAF inh	-1	-3	-5	4	8	18

Next part:
71	CC(C)n1c(/C=C/[C@H](O)C[C@H](O)CC(=O)O)c(-c2ccc(F)cc2)c2ccccc21
72	COc1ccc(N(C(=O)c2ccncc2)S(=O)(=O)c2ccc(Cl)cc2)cc1
73	O=C(NCN1CCN(c2ccccc2F)CC1)c1cccnc1
74	CCCC(=O)Nc1ccc(Cl)c(NC(=O)CC)c1
75	CCOC(=O)c1c(C)[nH]c(C(=O)Cn2nnc(-c3ccccc3Cl)n2)c1C
76	Cc1cc(Br)c2c(c1)=C(c1sc(N3CCCCCC3)nc1O)C(=O)N=2
77	C/C(=N\NC(N)=O)c1ccc(Cl)cc1
78	COc1ccc(CN2CCC(C(=O)NC(C)c3cccc4ccccc34)CC2)cc1 (centres undefined)
79	CCOC(=O)C1[C@H]2C(=O)N(C(C)c3ccc(OC)cc3)C[C@]23C=C[C@H]1O3 (some centres undefined)
80	CCSc1cc(C)nc2ncnn12
assay / entry	71	72	73	74	75	76	77	78	79	80
Statin myotox sup	1	-7	35	-4	-16	-21	3	-3	-11	0
esBAF inh	-43	8	4	-3	14	-2	-1	0	0	-4

81	Cc1ccc(CC2CC(=O)N(Cc3ccco3)C2=O)cc1 (centres undefined)
82	CC(=O)Nc1ccc(NC(=O)/C(Cl)=C/c2ccccc2)cc1
83	Cc1ccc(Cl)cc1NC(=O)c1ccc(CSc2nnnn2C)cc1
84	COc1cc(Cl)cc(C#N)c1OCC(=O)O
85	O=C(c1ccc(F)cc1F)N(Cc1ccccn1)Cc1ccco1
86	COc1ccc2cc(C(=O)Nc3c(C)n(C)n(-c4ccccc4)c3=O)sc(=O)c2c1OC
87	CCOc1ccc(NCC2CCOC(C)(C)C2)cc1 (centres undefined)
88	Cc1nn(Cc2ccc(Cl)cc2)c(C)c1NC(=O)Cn1nc([N+](=O)[O-])c(Cl)c1C
89	CSc1nc(SCC(=O)NCc2ccco2)c2c3c(sc2n1)COC(C)(C)C3
90	COCC(=O)n1cc(C(=O)OC)c2ccccc21
assay / entry	81	82	83	84	85	86	87	88	89	90
Statin myotox sup	5	-9	-11	7	31	2	-8	5	-5	16
esBAF inh	7	53*	13	4	-4	8	7	-8	-9	-2

91	Cc1cc(NC(=O)CSc2nc3ccccc3c(=O)n2C(C)c2ccccc2)no1 (centres undefined)
92	CSc1cc(-c2ccc(Cl)cc2)n(Cc2ccccc2)c(=O)c1C#N
93	Cn1c(=O)[nH]c(=O)c2c1nc(N1CCOCC1)n2CC(O)COc1ccc2ccccc2c1 (centres undefined)
94	O=C(NCCN1C(=O)CCC1=O)c1ccncc1
95	O=C(CCCC(=O)N(CC(=O)NC1CCCC1)Cc1ccc(F)cc1)Nc1ccccn1
96	CCCCN1C(=O)/C(=c2\sc3nc(=O)c(-c4ccccc4)nn3c2=O)c2ccccc21
97	NC(=O)c1noc(C(=O)N(CC(=O)NC2CCCC2)Cc2ccc3c(c2)OCO3)c1N
98	Cc1ccc(-c2cc(-c3ccc(F)cc3)nc(N)c2C#N)o1
99	CCn1c(COc2ccc(C)cc2)nnc1SCC(=O)Nc1cc(OC)ccc1OC
assay / entry	91	92	93	94	95	96	97	98	99
Statin myotox sup	4	10	-7	-9	-8	6	-1	-1	-3
esBAF inh	-4	5	8	-4	-11	-3	-3	-5	2

Molecules listed so far that have a COOH group:
13	O=C(O)C1CCCCC1C(=O)NC1CCCCC1 (centres undefined)
71	CC(C)n1c(/C=C/[C@H](O)C[C@H](O)CC(=O)O)c(-c2ccc(F)cc2)c2ccccc21
84	COc1cc(Cl)cc(C#N)c1OCC(=O)O
assay / entry	13	71	84
Statin myotox sup	22	1	7
esBAF inh	-8	-43	4

Shown as a hit in esBAF inh, of those listed so far:
nr | structure | esBAF inh
4 | C=CCNc1nc(N)c(C(=O)c2ccc3c(c2)OCO3)s1 | 52*
30 | CCn1c(SCC(=O)c2ccc(Cl)s2)nnc1-c1cccs1 | 46*
82 | CC(=O)Nc1ccc(NC(=O)/C(Cl)=C/c2ccccc2)cc1 | 53*
